# hDAT+cocaine = modulates human dopamine transporter uptake under cocaine; LLC-PK1 hDAT cells, [14C]-dopamine uptake with cocaine IC80; actives deviate in either direction; Q01959; 110,000 tested, 1.3% active; AID 449768; B-score at 10 µM;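 active = Z score or B-score, a plate-position-corrected score, falls beyond the plate's 99.7% confidence bounds, in either direction; inactive = both scores lie inside the 99.7% bounds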;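 note: scored against the spread of the other compound wells on the same plate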
# Target sequence (Q01959 whole entry, looked up): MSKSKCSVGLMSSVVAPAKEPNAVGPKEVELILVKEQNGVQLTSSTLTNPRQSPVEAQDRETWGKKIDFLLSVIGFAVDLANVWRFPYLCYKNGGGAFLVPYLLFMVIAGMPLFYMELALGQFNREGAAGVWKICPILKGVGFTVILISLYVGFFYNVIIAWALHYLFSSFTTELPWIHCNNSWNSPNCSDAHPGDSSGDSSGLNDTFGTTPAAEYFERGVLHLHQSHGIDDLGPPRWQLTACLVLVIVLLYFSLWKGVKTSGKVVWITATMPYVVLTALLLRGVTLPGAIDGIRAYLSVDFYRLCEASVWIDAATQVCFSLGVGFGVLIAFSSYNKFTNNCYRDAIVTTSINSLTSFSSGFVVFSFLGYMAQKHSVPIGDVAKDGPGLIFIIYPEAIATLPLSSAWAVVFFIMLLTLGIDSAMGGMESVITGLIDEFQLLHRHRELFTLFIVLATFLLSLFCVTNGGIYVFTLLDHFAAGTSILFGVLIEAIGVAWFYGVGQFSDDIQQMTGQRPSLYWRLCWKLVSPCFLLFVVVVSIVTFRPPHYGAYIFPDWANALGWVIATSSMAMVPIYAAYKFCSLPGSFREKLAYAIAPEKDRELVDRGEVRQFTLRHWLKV
# HUVEC tox IL1B = HUVEC cytotoxicity counter-screen, IL-1B stimulated | HUVEC cell count loss, Hoechst imaging | cell count reduction, % at 2 µM | 94,000 tested, 0.41% active | AID 845;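 active = cell count reduction more than 3 SD above the screen-wide mean, cut at about 70% in these data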;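 note: normalized per plate to untreated control cells as the no-loss baseline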
# VCAM1 TNFa inh = reduces TNF alpha induced VCAM1 expression in HUVEC; HUVEC TNFa-induced VCAM-1 immunofluorescence, high-content imaging; 95,000 tested, 0.48% active; inhibition, % at 2 µM; AID 802;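 active = inhibition above the batch mean plus 3 SD, with images confirmed as a hit by eye, cut at about 37% in these data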;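 note: 0% = TNF-stimulated DMSO wells and 100% = unstimulated control wells; not every result past the cut was called active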
# Candida biofilm = kills Candida albicans biofilms. C. albicans biofilm + clotrimazole, Alamar Blue. inhibition, % at 6 µM. 85,000 tested, 0.14% active. AID 834;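 active = inhibition above 20%; inactive = inhibition below 20%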;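 note: preformed 24 hr biofilms exposed to compound for 48 hr; 0% = biofilm without compound and 100% = blank killed by clotrimazole plus chlorhexidine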
# CYP2C19 inh = human CYP2C19 inhibition; CYP2C19 Supersomes, luciferin-H EGE luminescence, 30 min; inhibition, % at 5 µM; 96,000 tested, 21% active;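 active = CYP2C19 inhibition above a set limit at 5 µM in the primary screen, cut at about 50% in these data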;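 note: plate controls were negative control wells for no effect and 2.5 mM tranylcypromine positive control for full effect; values of inactives mirror those of a sister screen read the other way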
# HUVEC tox TNFa = toxic to HUVEC cells under TNF alpha stimulation; HUVEC TNFalpha-stimulated, Hoechst cell count, imaging; cell count reduction, % at 2 µM; 93,000 tested, 0.17% active;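 active = cell count reduction exceeding the screen mean by over 5 SD, scaled to untreated wells per plate, cut at about 78% in these data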;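 note: cells counted after 24 h of TNF alpha exposure following the 1 h pretreatment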
# CYP2C9 inh = blocks human cytochrome P450 2C9 | P11712 | CYP2C9 Supersomes, luciferin-H conversion, luminescence | inhibition, % at 5 µM | 96,000 tested, 20% active | AID 777;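 active = blocking of liver enzyme CYP2C9 beyond about 50% at 5 µM, limit read from the data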; note: values of inactives mirror those of a sister screen read the other way
# CYP2C9 act = increases human cytochrome P450 2C9 activity; P11712; recombinant CYP2C9, luciferin-H conversion, luminescence; hits give high values; factor 1 = untreated enzyme, 0 = blocked; activation factor at 5 µM; 96,000 tested, 1.4% active; AID 1024;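 active = activation factor of 2 or more for CYP2C9 at a 5 µM dose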;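 note: 0 = sulfaphenazole-blocked wells and 1 = vehicle-only wells; values of inactives mirror those of a sister screen read the other way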
# CYP2C19 act = increases human CYP2C19 enzyme activity | activation factor at 5 µM | 96,000 tested, under 10 active | recombinant CYP2C19, luciferin-H EGE luminescence; hits give high values; 0 = fully inhibited enzyme, 1 = untreated enzyme;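 active = activation factor of at least 2 at 5 µM in the primary screen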;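 note: 0 = wells with 2.5 mM tranylcypromine and 1 = vehicle-only wells; values of inactives mirror those of a sister screen read the other way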
# * hit, by the source's call; . = no result given. Rows are unselected; 29% or so of the library scored in one or more.
SMILES,hDAT+cocaine,HUVEC tox IL1B,VCAM1 TNFa inh,Candida biofilm,CYP2C19 inh,HUVEC tox TNFa,CYP2C9 inh,CYP2C9 act,CYP2C19 act
COc1ccccc1CN1CC(C(=O)N2CCN(c3ccc(F)cc3)CC2)CC1=O (stereo unspecified),0.1,-10,40,5,43,10,-42,1.4,0.6
Cc1ccc(C)n1CCN1CCN(CC(=O)Nc2cc(C(F)(F)F)ccc2Cl)CC1,-0.044,-6,0,9,16,-7,45,0.6,0.8
Cc1ccnc2nc(C(=O)OCC(=O)Nc3ccc4c(c3)OC(F)(F)O4)nn12,0.45,-8,-5,-2,-8,3,-2,1,1.1
Cc1cc(C(=O)CSc2nnc(-c3ccccc3)n2C)c(C)n1C,0.71,-128,15,7,78*,4,1,1,0.2
CCOC(=O)c1[nH]c2c(c1C)C(=O)CC(c1ccc(N(C)C)cc1)C2 (stereo unspecified),-0.57,.,.,7,7,.,36,0.6,0.9
Cc1cc(NC(=O)CS(=O)(=O)c2cn(Cc3cccc(F)c3)c3ccccc23)no1,.,3,-2,0,57*,-36,72*,0.3,0.4
Cc1cccc(NC(=O)CSc2nnc([C@@H]3CCCN3C(=O)OC(C)(C)C)o2)c1C,0.37,30,29,1,0,4,6,0.9,1
O=C(OCCOCCN=C1NS(=O)(=O)c2ccccc21)c1ccncc1,-1.1,-7,.,8,29,.,24,0.8,0.7
CN(C)C(=O)C1(c2ccccc2)CCN(S(=O)(=O)c2ccccc2)CC1,-1.1,90*,17,4,24,-13,5,0.9,0.8
CCC(c1ccccc1)c1nc(-c2ccccn2)no1 (stereo unspecified),0.78,6,26,5,46,16,37,0.6,0.5
CCn1c(=O)cc(SCC(=O)N(C)Cc2ccccc2)c2ccccc21,0.78,5,22,-1,56*,5,-98,2*,0.4
CCCCCCCCCCSc1n[nH]c(NC(C)=O)n1,-0.63,-14,7,-1,-2,-11,-16,1.2,1
CCCNC(=O)CN(c1ccccc1)S(=O)(=O)c1ccc(OC)c(OC)c1,0.36,-28,-28,3,.,-17,.,.,.
COc1ccc2ccccc2c1CN1CCN(C(=O)c2ccccc2)CC1,-0.058,29,15,-1,42,-12,14,0.9,0.6
O=C(NC1CC1)c1cc(=O)c2ccccc2o1,-0.65,-8,11,5,13,22,2,1,0.9
Cn1c(C(=O)OC(C(=O)NC2CCCCC2)c2ccccn2)cc2sccc21 (stereo unspecified),-0.35,-9,-8,5,67*,-11,-7,1.1,0.3
COc1ccc(S(=O)(=O)N/N=C(/C)c2cccc(NC(=O)c3ccccc3Cl)c2)cc1,.,-53,-1,.,97*,3,95*,0,0
Clc1ccccc1CSc1nnc(Cn2cnc3ccccc32)n1-c1ccccc1,2.1,.,-7,4,61*,-11,2,1,0.4
CC(CC(=O)Nc1cc(C(F)(F)F)ccc1Cl)c1ccccc1 (stereo unspecified),-0.32,-26,-40,.,61*,-30,-141,2.4*,0.4
CCCCNC(=O)CS(=O)Cc1nc(-c2cccc(C)c2)oc1C (stereo unspecified),-0.9,2,17,4,-3,-21,24,0.8,1

# Whole records from above.
# Cc1cc(C(=O)CSc2nnc(-c3ccccc3)n2C)c(C)n1C in the list: hDAT+cocaine = 0.71; HUVEC tox IL1B = -128; VCAM1 TNFa inh = 15; Candida biofilm = 7; CYP2C19 inh = 78*; HUVEC tox TNFa = 4; CYP2C9 inh = 1; CYP2C9 act = 1; CYP2C19 act = 0.2
# Cn1c(C(=O)OC(C(=O)NC2CCCCC2)c2ccccn2)cc2sccc21 (stereo unspecified) in the list: hDAT+cocaine = -0.35; HUVEC tox IL1B = -9; VCAM1 TNFa inh = -8; Candida biofilm = 5; CYP2C19 inh = 67*; HUVEC tox TNFa = -11; CYP2C9 inh = -7; CYP2C9 act = 1.1; CYP2C19 act = 0.3

# Next records.
SMILES,hDAT+cocaine,HUVEC tox IL1B,VCAM1 TNFa inh,Candida biofilm,CYP2C19 inh,HUVEC tox TNFa,CYP2C9 inh,CYP2C9 act,CYP2C19 act
Cc1ccnc(SCCn2c(N3CCC(C)CC3)nc3c2c(=O)[nH]c(=O)n3C)n1,0.43,-73,-6,0,2,-4,9,0.9,1
CCC(C(=O)N1CC2(C)CC1CC(C)(C)C2)N1C(=O)c2ccccc2C1=O (stereo unspecified),0.12,0,17,3,23,-17,-4,1,0.8
O=C(/C=C/c1ccccc1)c1ccc2c(c1)OCCCCO2,-0.62,1,-2,.,48,-4,10,0.9,0.5
CN(C)/C=C1\N=C(c2ccc3c(c2)OCO3)OC1=O,0.22,10,16,.,.,-15,.,.,.
O=C(Cc1cccs1)Nc1nnc(SCC(=O)NC2CCCCC2)s1,-0.92,1,9,8,4,-40,22,0.8,1
CCCCc1nc(N2CCOCC2)c(C#N)c2c1CCCC2,0.88,-3,15,3,30,-7,49,0.5,0.7
Cc1ccc2c(c1)C1(SCCS1)C(=O)N2,-0.46,3,-5,.,26,-17,-10,1.1,0.7
CCC(C)C(=O)Nc1nnc(-c2cccs2)s1 (stereo unspecified),0.0064,8,9,5,5,-8,19,0.8,0.9
O=C(CN1CCCCCC1)OCCN=C1NS(=O)(=O)c2ccccc21,-0.072,10,4,0,-14,4,-17,1.2,1.1
COC(=O)C1C(=O)c2c([nH]c(C(=O)OCCOC(C)C)c2C)CC1C (stereo unspecified),1.6,27,19,8,18,-15,59*,0.4,0.8
COC(=O)c1cn(NC(=O)C2CCCCC2)c(=O)c2ccccc12,0.03,.,.,7,25,.,8,0.9,0.8
S=C(c1nc2ccccc2[nH]1)N1CCOCC1,0.061,37,0,8,.,-16,.,.,.
Cc1n[nH]c(C)c1S(=O)(=O)N1CCC(C(=O)O)CC1,-0.56,-20,-18,4,7,-4,-1,1,0.9
C1=C(CCNCC2CC2)CCCC1,1.7,-10,0,.,54*,-8,-56,1.6,0.5
CCCn1c(SCC(=O)Nc2nc(C)c(C(=O)OC)s2)nnc1C(C)C,1.1,-18,9,11,38,-21,28,0.7,0.6
CCOc1ccccc1Oc1c(C)oc2cc(OC(=O)c3ccco3)ccc2c1=O,-1.4,2,7,11,25,2,8,0.9,0.8
COc1ccc(Cc2nnc(SCC(=O)NCCc3ccccc3)o2)cc1,1.7,.,.,7,44,.,43,0.6,0.6
Cc1ccc(-c2nnn(CC(=O)N(c3ccccc3F)C(C(=O)NC3CCCC3)c3ccco3)n2)o1 (stereo unspecified),0.71,.,.,5,23,.,37,0.6,0.8
CCn1cnc2cc(NCc3ccc(C)cc3)ccc21,0.28,-58,26,7,75*,0,12,0.9,0.3
CCCn1c(=O)c(C(=O)NCc2ccncc2)c(O)c2ccccc21,0.76,-39,8,6,68*,17,80*,0.2,0.3
CN(C)S(=O)(=O)c1ccc(S(=O)(=O)NC2CCOC(C)(C)C2)cc1 (stereo unspecified),0.014,-22,23,-4,.,16,.,.,.
COc1ccccc1C1=Nc2cccc3cccc(c23)N1,1.2,23,1,.,33,0,24,0.8,0.7
O=[N+]([O-])c1cc(F)c(N2CCOCC2)cc1N1CCCCC1,-0.26,-12,0,.,26,14,40,0.6,0.7
CCOC(=O)c1cccnc1SCc1cc(=O)n2ccccc2n1,1,14,33,13,19,-9,35,0.7,0.8
COc1ccc(C(=O)Nc2ccc(S(=O)(=O)Nc3nccnc3OC)cc2)cc1,-0.29,0,-5,.,-3,-11,5,0.9,1
CCC(=O)Nc1ccc(NC(=O)CSc2nnnn2C(C)C)cc1,-0.015,-3,30,6,-2,-15,68*,0.3,1
COC(=O)C1=C(C)NC2=C(C(=O)CCC2)C1c1cn(Cc2ccc(Cl)cc2Cl)nc1-c1ccccc1 (stereo unspecified),1.3,-26,18,.,53*,13,73*,0.3,0.5
CCOC(=O)N1CCN(C(=O)CN(c2ccc(OCc3ccccc3)cc2)S(C)(=O)=O)CC1,0.22,-82,4,2,-1,-13,16,0.8,1
Cc1ccc(C)c(NC(=O)CSc2n[nH]c(-c3ccncc3)n2)c1,-0.66,14,3,7,66*,-4,96*,0,0.3
COc1cc2c(cc1OC)C1=C(C#N)CN(C3CCCCC3)CN1CC2,1,5,8,12,68*,-34,52*,0.5,0.3
O=C1c2ccccc2C(=O)N1CC#CCN1CCN(C(c2ccccc2)c2ccccc2)CC1,1.7,38,6,7,20,-17,7,0.9,0.8
O=c1c2[nH]c3ccccc3c2ncn1CCN1CCOCC1,0.032,-5,-2,4,37,-9,13,0.9,0.6
C=CCNc1oc(-c2cccc3ccccc23)nc1C#N,0.052,29,-17,4,4,6,13,0.9,1
Cc1ccc(OCc2nnc(NC(=O)Cc3cccs3)s2)cc1,0.23,-27,21,5,-7,-22,10,0.9,1.1
CCOC(=O)C(NC(=O)CC)(Nc1ccc(S(=O)(=O)Nc2cc(C)on2)cc1)C(F)(F)F (stereo unspecified),-0.0088,-57,6,3,3,-9,30,0.7,1
Cc1ccc(N2CCN(C(=O)CNS(=O)(=O)c3ccc(Br)s3)CC2C)cc1 (stereo unspecified),.,-78,-5,8,52*,-48,38,0.6,0.5
CN1c2ccccc2C(C)(C)C12C=Nc1c(ccc3ccccc13)O2 (stereo unspecified),0.24,-4,15,7,7,-19,33,0.7,0.9
Cc1ccc(C2N(c3ccccc3)C(=S)N3CCCN23)cc1 (stereo unspecified),-0.66,41,17,4,34,-4,25,0.8,0.7
CNC(=O)C12CCC(C)(c3nc4cc(C)c(C)cc4nc31)C2(C)C (stereo unspecified),0.039,-5,-13,4,13,-5,18,0.8,0.9
COc1ccccc1NC(=O)c1sc2nc(-c3ccco3)ccc2c1N,0.063,-2,.,5,11,.,8,0.9,0.9
COC(=O)C1ON2OC(C(=O)OC)C(C(=O)OC)C2C1CC(C)=O (stereo unspecified),0.045,.,.,10,-2,.,2,1,1
Cc1ccc(CN2CCNC(=O)C2CC(=O)O)o1 (stereo unspecified),0.67,-6,-3,10,-9,-14,-11,1.1,1.1
O=C(COc1ccc(Cl)cc1)OCC(=O)N1CCCCCC1,-0.63,-12,16,-1,18,-18,-26,1.3,0.8
COC(=O)c1sccc1NC(=S)N1CCCCC1C (stereo unspecified),-1.9,-4,1,4,63*,-10,22,0.8,0.4
Cc1cc(C)n(CCc2nc(-c3cc4ccccc4o3)cs2)n1,.,8,0,1,27,16,-33,1.3,0.7
CCCn1c(NC(=O)C2COc3ccccc3O2)nc2ccccc21 (stereo unspecified),-0.9,28,5,12,7,5,-5,1,0.9
Cc1ccccc1C(C(=O)NCc1ccccc1)N(Cc1ccco1)C(=O)c1ccccn1 (stereo unspecified),.,1,35,7,54*,7,34,0.7,0.5
COc1ccc2c(c1OC)C(=O)N1c3cccc(Cl)c3C(=O)OC21 (stereo unspecified),0.27,15,-16,2,0,-17,8,0.9,1
CCc1nnc(NC(=O)Cc2ccc(OCc3c(C)noc3C)cc2)s1,0.088,-6,17,4,0,-33,30,0.7,1
CN1C2=C(C#N)C(c3ccccc3)(C(F)(F)F)NC(=O)N2c2ccccc21 (stereo unspecified),-0.85,3,-8,.,-4,-5,23,0.8,1

# From PubChem BioAssay
